TSHR antag: antagonists of human thyroid stimulating hormone receptor | TSHR-expressing cells, TSH-stimulated cAMP HTRF, 2 h; hits give low values | activity change, negative = inhibition, % at 11.5 µM | 0.2% of 330,000 active | AID 504810;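 active = activity change below a set negative limit, meaning inhibition stronger than a set level, cut at about -70% in these data; inconclusive = activity change between two set negative limits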; also: % is scaled to controls: 0 for no effect and ±100 for the full control effect
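Read-out is FRET at 665 nm (cryptate excitation 337 nm) from a cryptate-tagged anti-cAMP antibody, competed by cell cAMP against cAMP-d2. Compounds are tested on freshly harvested TSHR cells challenged with 4nM TSH (EC80) for 2 hours at 37 deg C.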
KCNH2 WT inh: KCNH2 (human, wildtype) channel inhibition | activity change, % at 1.84 µM | 0.37% of 340,000 active | U2OS, BacMam KCNH2, thallium flux FluxOr; hits give low values | AID 720551;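 active = maximum activity change below -70%; inconclusive = maximum activity change between -70% and -50%; inactive = maximum activity change above -50%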; also: % is scaled to controls: 0 for no effect and ±100 for the full control effect
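U2OS cells were transduced with wild-type KCNH2 virus (2.03 x 10^8 / mL) for 4 h at room temperature, then cultured overnight at 37 C. Thallium flux was read with FluxOr dye. Rate constants were normalized to DMSO controls.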
MLL CXXC-DNA inh: MLL CXXC-DNA interaction inhibition. 0.037% of 290,000 active. MLL-CXXC / FITC-HOXA9 DNA fluorescence polarization. AID 2662. Potency, µM (highest dose often 115 µM), inactives show at the top dose activity change, negative = inhibition, hits mostly inhibitors. Q03164; active = well fitted inhibition curve with a large enough effect in the polarisation, with a control signal flat, not every such curve was filed as active; inconclusive = small, poorly fitted or top-dose-only effect, or effect the other way, or a change in a side signal; inactive = no such curve, though single readings can be large or run the other way; the % refers to the polarisation; also: potency is read from the fitted curve at half-maximal effect
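Purified MLL-CXXC (added from a 7 uM solution) was preincubated 5 min at ambient with pinned compounds in 50 mM Tris-HCl pH 7.5, 50 mM NaCl, 1 mM DTT, 0.05% BSA. Fluorescein-labeled HOX-A9 DNA (50 nM solution) followed, 30 min, then polarization read.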
TCR activator: activators of T cell receptors; primary human leukocytes, anti-CD3, IL-2 HTRF, 48 h; Potency, µM (top dose mostly 9.22 µM), inactives show top-dose activation of IL-2 secretion, hits mostly activators; 330,000 tested, under 10 active; AID 504894; also: % of control where 0% means no effect
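Activity was scored as IL-2 release from primary human leukocytes given only a TCR signal (a-CD3 beads) plus compound for 48 hr. Detection used a two-antibody HTRF format read at 665nm.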
GALK inh: blocks human galactokinase activity; P51570; Purified GALK, Kinase-Glo residual ATP luminescence; Potency, µM (top dose mostly 57.5 µM), without a hit: at the top dose activity change, negative = inhibition, most hits filed as inhibitors; 0.007% of 270,000 active; AID 1868; also: potency is read from the fitted curve at half-maximal effect; % is scaled to controls: 0 for no effect and ±100 for the full control effect
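GALK at 5 nM final was combined with compound, 35 uM ATP and 100 uM galactose in HEPES pH8.0 with MgCl2 and DTT. The reaction ran one hour at room temperature before luminescent ATP detection.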
FBPA coupling cs: inhibits coupling enzyme system, counter-screen for aldolase hits. 0.67% of 290,000 active. coupling enzyme system counterscreen, AmpLite Red fluorescence. activity change, negative = inhibition, % at 58.2 µM, hits read low; in the data active = activity change below about -30%; also: % is scaled to controls: 0 for no effect and ±100 for the full control effect
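Final compound at 57.5 uM, incubated 10 min at RT with coupling enzyme reagent (glyceraldehyde-3-phosphate), then 20 min with substrate and AmpLite Red detection. Fluorescence read at 525/598 nm; tests interference with the coupling assay, not aldolase inhibition.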
BCR signal inh: inhibitors of chronic active B-cell receptor signaling; 0.05% of 340,000 active; ABC-DLBCL IkBa-CBG/CBR reporter, luminescence ratio, 4 h; Potency, µM (doses to about 46.1 µM), for inactives: at the highest dose ratio change, negative = lower green/red ratio, actives largely listed as inhibitors; AID 493014; active = well fitted inhibition curve with a large enough effect in the signal ratio, with a control signal flat, not every such curve was filed as active; inconclusive = small, poorly fitted or top-dose-only effect, or effect the other way, or a change in a side signal; the % refers to the signal ratio;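 also: potency is read from the fitted curve at half-maximal effect; plate controls were basal doxycycline-induced cells for no effect and cells given 10 µM MG132 for full effect; MG132 reads +100%, hits lower the ratio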
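TMD8 human ABC-DLBCL cells with doxycycline-inducible IκBα–green luciferase fusion and unfused red luciferase, in 0.5% FBS medium; compounds up to 46 uM, 4 h at 37C. Green/red luminescence ratio, filter-overlap corrected, fitted to concentration-response curves.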
Giardia kill: Giardia lamblia killing; activity change, % at 7.66 µM, hits read low; Giardia lamblia trophozoite viability; AID 540267; 0.15% of 340,000 active; in the data active = activity change below about -80%; inconclusive = between about -30% and that limit;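 also: parasites exposed to compound for two days anaerobically before the ATP read; % is scaled to controls: 0 for no effect and ±100 for the full control effect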
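Luminescent ATP signal served as the viability read-out, measured 15-30 min after adding ATP detection reagent to trophozoites that had been incubated with compounds for 48 hrs at 37 deg C anaerobically at 100 cells/well.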
A-T KAP1 phos: potential ataxia-telangiectasia treatment. […] A-T fibroblasts, KAP-1 phosphorylation AlphaLISA; neocarzinostatin DNA damage 30 min before lysis. Potency, µM (top dose mostly 57.5 µM), without a hit: at the highest dose activation, most hits filed as activators. 0.19% of 320,000 active. AID 485349; also: potency is read from the fitted curve at half-maximal effect; % of control where 0% means no effect; nearly all actives have a fitted effect of over 45% in size
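ATM-like activity read as KAP-1 phosphorylation via AlphaLISA donor/acceptor antibody pairs after lysis and 6 hr at 25C. Cells were ATM-null patient fibroblasts ([…], hTERT), dosed 60 min, then exposed to the DSB inducer NCS for 30 min.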
Tb PFK block: inhibitors of T. brucei phosphofructokinase; Potency, µM (titrated, usually from 57.5 µM), without a hit: at the highest dose activity, negative = inhibition, hits mostly inhibitors; T. brucei PFK, ADP-Glo luminescence; O15648; 0.17% of 330,000 active;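 also: potency is read from the fitted curve at half-maximal effect; 0% = uninhibited 1x PFK enzyme wells and -100% = no-enzyme wells; nearly all actives have a fitted effect of over 60% in size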
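In TEA buffer at pH 8.0 with 5 mM MgCl2, enzyme (1.25 nM) converted F6P (0.5 mM) and ATP (0.1 mM) for 45 min at room temperature. ADP product was read by luciferase luminescence.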
* hit, by the source's call; u = inconclusive; x = no result given; [ ] = remark or other dose. Unless noted, calls follow the shape of the dose curve; as a rule, active = well fitted curve in the direction sought with a large enough effect; inconclusive = small, poorly fitted or top-dose-only effect, or another doubt; inactive = no such curve, though single readings can be large; an effect the other way counts as inactive or inconclusive.

canonical_smiles	TSHR antag	KCNH2 WT inh	MLL CXXC-DNA inh	TCR activator	GALK inh	FBPA coupling cs	BCR signal inh	Giardia kill	A-T KAP1 phos	Tb PFK block
Cc1nc(N2CCOCC2)c(C#N)c2c1COC(C)(C)C2	-5	12	7%	-6%[46.1 µM]	-2%	4	u	-4	-1%	-1%
CCN(CCCCCCN)c1ccc2c(=O)[nH][nH]c(=O)c2c1	-5	-4	-1%	1%	8%	3	-8%	-12	-2%	-1%
COc1ccccc1-c1cc(C(F)(F)F)nc(N2CCN(c3ccccc3)CC2)n1	2	-23	18%	-2%	-3%	-2	-6%	3	3%	4%
O=C(O)COc1ccc2oc3ccccc3c2c1	-13	1	11%	3%	-2%	3	u	-2	0%	2%
CCCC(=O)NCCc1cc2c(C)ccc(C)c2[nH]c1=O	3	3	2%	0%[46.1 µM]	0%	1	-6%	-15	3%	-1%
C[C@@H](C(=O)Nc1ccc2c(c1)OCO2)n1c(=O)[nH]c2ccccc2c1=O	18	2	50%[activator]	0%	-1%	1	-3%	-14	-3%	1%
O=C(O)CCCC(=O)Nc1ccc(Br)cc1	2	-5	4%	-3%	3%	6	-22%	0	x	1%
Nc1nc(-c2ccco2)nn1C(=O)c1cccnc1	-1	-1	14%	2%	3%	1	-1%	-1	-1%	2%
COc1ccc(C(=O)N/N=C\c2coc3ccc(Cl)cc3c2=O)cc1	4	3	77%[activator]	0%	-2%	2	-9%	-4	7%	1%
CCOCCCN(C)C1CCN(S(=O)(=O)c2csc(C(N)=O)c2)CC1	13	22	-7%	-2%	7%	-1	-10%	2	-2%	2%
O=C(NCCCNc1ccc([N+](=O)[O-])cc1Cl)c1ccccc1F	9	4	-1%	7%	-2%	1	20%	4	-3%	0%
O=C(O)c1ccc(NS(=O)(=O)/C=C/c2ccccc2)cc1	-8	12	u	2%	0%	12	-17%	-2	3%	3%
CCc1ccc(NC(=O)c2nc(S(=O)(=O)Cc3ccccc3)ncc2Cl)cc1	-74*	x	11%	x	4%	-5	u	x	-10%	-17%
COc1ccc(CCNC(=O)C(=O)NCCOc2ccccc2Cl)cc1OC	3	-27	0%	0%[46.1 µM]	0%	-1	-8%	-7	3%	-1%
Cc1ccc2nc(SCCC#N)nc(C)c2c1	0	10	-1%	13%	-2%	3	u	5	2%	-9%
Cc1ccc(-c2nnn(CC(=O)NC3CCCc4ccccc43)n2)cc1 (stereo not drawn)	-15	4	43%[activator]	-2%	-1%	0	2%	-9	1%	4%
O=C1C=C(c2ccccc2)C[C@@H](c2ccc(Cl)cc2)C1	-23	-5	x	-15%	x	x	u	2	x	-1%
CCN(C(=O)c1cc2c(s1)-c1ccccc1S(=O)(=O)C2)c1cc(OC)ccc1OC	42	0	x	1%	x	1	u	8	-13%	-5%
COC(=O)[C@]1(CC(C)C)N[C@H](c2ccc(SC3CCCCC3)c(OC)c2)[C@@H]2C(=O)N(C)C(=O)[C@@H]21	-1	1	x	-59%	x	x	0%	-4	2%	0%
Cc1cccc(NC(=O)Nc2c(C)n(C)n(-c3ccccc3)c2=O)c1C	0	3	-3%	-5%	-8%	x	0%	-1	2%	1%
Cc1cc(O)c(C=Nc2ccc(N3CCOCC3)cc2)c(C)c1Cl	-10	0	-1%	2%	3%	-1	4%	16	-6%	-2%
COCCCNC(=S)N(CCCO)Cc1cc2cc3c(cc2[nH]c1=O)OCO3	3	0	-5%	5%	-6%	0	u	-7	16%	1%
CCN(CC(=O)Nc1c(F)cccc1F)C(=O)C1CC(=O)N(c2ccccc2OC)C1 (stereo not drawn)	38	-14	-11%	5%	6%	x	7%	-22	11%	-19%
c1ccc2c(c1)[nH]c1c(N3CCCC3)ncnc12	-25	3	-5%	-2%	-5%	-2	13%	-14	-5%	0%
O=C(O)c1ccccc1N1C(=O)C2C3c4ccccc4C(Br)(c4ccccc43)C2C1=O (stereo not drawn)	-8	-2	-10%	5%	-1%	13	-115%	-18	6%	-5%
CCN(CC(=O)Nc1ccc2c(c1)OCCO2)S(=O)(=O)c1cccs1	17	10	-5%	-18%	-3%	-17	u	1	2%	4%
COc1ccc(/C(N)=N/OC(=O)c2cc(-c3ccccc3)nc3ccccc23)cc1	-2	8	21%	-4%	-3%	0	-1%	5	-3%	1%
CC(C)(C)n1nnnc1C(c1ccc2ncccc2c1)N1CCSCC1 (stereo not drawn)	-3	0	1%	0%	1%	4	u	7	5%	-2%
O=C(NCc1cccs1)c1cc(-c2cccc(Cl)c2)on1	-4	-14	-2%	-5%	1%	2	u	10	2%	-2%
COc1ccc(S(=O)(=O)N2CCN(C(=O)NCc3ccccc3)CC2)cc1	5	-12	-1%	0%	0%	3	-1%	8	-13%	3%
Cc1ccc(-c2nc(CSCC(=O)N3CCN(c4ccccn4)CC3)c(C)o2)cc1	-32	-5	7%	0%	1%	1	-15%	-13	-2%	5%
CC(NC(=O)OC(C)(C)C)C(=O)Oc1cc2oc(=O)cc(-c3ccccc3)c2cc1Cl (stereo not drawn)	-11	-1	-13%	-11%	-3%	14	18%	-13	2%	-11%
O=C(Nc1cccc(-c2nc3ccccc3[nH]2)c1)c1ccccn1	-8	-7	9%	9%	0%	-1	u	0	1%	2%
COc1cccc(C(=O)NC2CCSC2=O)c1 (stereo not drawn)	10	-3	0%	0%	5%	3	-1%	-3	4%	5%
COc1ccc(/C=N/Nc2ncnc3sc4c(c23)CCCC4)cc1OC	2	-1	11%	-2%[46.1 µM]	1%	-1	-4%	16	5%	-1%
COc1ccccc1CN1CCCC(N2CCN(c3ccccc3OC)CC2)C1 (stereo not drawn)	-10	4	2%	3%	0%	-1	-5%	0	3%	-3%
COc1cccc(C2CC(C(F)(F)F)n3ncc(C(=O)NC(C)(C)C)c3N2)c1 (stereo not drawn)	-1	-3	1%	-30%	1%	4	1%	-11	2%	1%
CC(=O)NCCn1c(SCC#N)nc2ccccc2c1=O	12	-11	2%	5%	0%	0	-1%	5	4%	-3%
CC(=O)Oc1ccc2cc(-c3nc4ccccc4n3C)c(=O)oc2c1	4	-13	4%	-8%	3%	0	-2%	-21	19%	0%
CCOc1ccccc1NS(=O)(=O)c1ccc(OC)c(OC)c1	-4	0	1%	-3%[46.1 µM]	-4%	0	-9%	-3	x	-1%
CC(=O)C1C(c2cccc(F)c2)c2c(n[nH]c2C)CC1(C)O (stereo not drawn)	-2	-1	-10%	-4%	-1%	2	4%	18	-35%	-2%
COc1ccccc1NC(=O)OC(C)c1ccc(Cl)cc1 (stereo not drawn)	1	0	22%	-4%	-2%	-3	u	0	19%	-2%
Cc1ccc(-n2c(-c3cc(-c4ccco4)[nH]n3)n[nH]c2=S)c(Br)c1	-14	-2	-2%	5%	-3%	-3	-2%	-1	7%	-8%
COc1ccc(CCNC(=O)c2cc(-c3ccncc3)nc3c(Cl)cccc23)cc1OC	-5	-33	7%	3%	0%	-2	-5%	-10	-1%	-1%
CC1CCC2(CC1)NC(=O)N(NC(=O)CCl)C2=O (stereo not drawn)	0	-2	-2%	-3%	-2%	1	0%	-16	-2%	0%
Cc1ccc(Nc2nc3ccccc3s2)c(C)c1	-12	19	3%	2%[46.1 µM]	-2%	-8	u	0	10%	-1%
Cc1nn(CC(=O)N2CCC(C(N)=O)CC2)c(=O)c2nn(-c3ccccc3)c(C)c12	21	0	-7%	-4%	9%	0	0%	-6	-2%	-12%
COC(=O)[C@H](Cc1ccc(O)cc1)NC(=O)Cn1ccc(NC(=O)OCc2ccccc2)nc1=O	4	-23	x	2%	x	x	0%	-9	1%	-14%
O=C(O)CCSc1nnc(COc2ccc([N+](=O)[O-])cc2)n1-c1ccccc1	0	-17	-9%	0%	5%	11	-1%	-7	-3%	0%
O=C(NC1CCCCCC1)c1ccc(=O)n(Cc2ccccc2)n1	6	0	4%	-3%	-1%	-1	-1%	2	3%	-3%
Cc1cccc(N=Cc2cc(Br)cc(Cl)c2O)c1	-6	0	11%	-5%	-1%	-1	3%	9	7%	-5%
Cc1ccc2nc(SCC(=O)c3c(N)n(C4CC4)c(=O)[nH]c3=O)[nH]c2c1	5	1	x	0%	x	x	u	-9	1%	u
c1ccc2sc(N3CCOCC3)nc2c1	-1	2	-5%	0%	x	5	-11%	24	6%	1%
COc1ccc([N+](=O)[O-])cc1N(CC(=O)NC(C(C)C)C(C)C)S(C)(=O)=O	-11	-6	3%	2%	1%	-1	u	-9	-4%	0%
